S3 lipid droplet = qHTS Assay for Lipid Storage Modulators in Drosophila S3 Cells; Drosophila S3 cells, BODIPY lipid droplet fluorescence, 18-24 h; cells fed with added oleic acid; lipid storage change, negative = inhibition, % at the top dose, mostly 46.1 µM; hits show Potency in µM; actives 0.64% (n = 320,000); AID 2685; active = well fitted inhibition curve with a large enough effect in the signal ratio, with a control signal flat, not every such curve was filed as active; inconclusive = small, poorly fitted or top-dose-only effect, or effect the other way, or a change in a side signal; the % refers to the signal ratio
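Laser-scanning cytometry quantifies lipid droplet accumulation (500–530 nm total intensity; droplet/cell object ratio) in oleic acid-fed (400 uM added) Drosophila S3 cells treated with a concentration series. 20 uM Triacsin C defined 100% inhibition.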
S3 lipid droplet cell count max = second read-out of S3 lipid droplet, no call of its own (marks repeat the call); cell number change, %; measured here: cell count max response;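 cells counted by Cell Tracker Red CMTPX staining in the red channel; peak over a dose series mostly up to 46.1 µM; percent activity relative to internal control wells on each plate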
Active calls of the source: *; i = inactive; ? = inconclusive; / = no result given. % is scaled to controls: 0 for no effect and ±100 for the full control effect; potency is read from the fitted curve at half-maximal effect.

SMILES	S3 lipid droplet	S3 lipid droplet cell count max
O=C(CN1CCC(N2CCCCC2)CC1)N1CCCc2ccccc21	?	/
Oc1ccc(CCNc2ncnc3ccc(Cl)cc23)cc1	?	/
COc1ccc(NC(=O)Nc2ccccc2F)cc1	?	/
COc1ccc2c(c1)O[C@@H](c1cccc(C(F)(F)F)c1)[C@H](OC(=O)N[C@H]1CCCc3ccccc31)C2=O	21%	/
Cc1ccc(CSc2nnc(SCC(=O)N/N=C/C=C/c3ccco3)s2)cc1	?	/
O=C(OC1CCCCC1)c1ccc(NC(=O)c2ccco2)cc1	i	/
O=C1CSC(c2cccc([N+](=O)[O-])c2)N1c1ccccc1F (centres undefined)	-19%	/
CCSc1nnc(NC(=O)CSc2nnc(CNC(=O)c3cc(OC)c(OC)c(OC)c3)o2)s1	8%	1
CC(C)(C)C(=O)NC(=S)Nc1ccccc1N1CCCC1	-8%	-1
O=C1CNC(=S)N1Cc1ccccc1Cl	10%	/
COc1ccc(NC(=O)c2ccc3nc(-c4ccccc4)c(-c4ccccc4)nc3c2)c(OC)c1	0%	4
CN(C(=O)c1ccno1)c1nnc(-c2cnccn2)s1	?	/
Cn1cc(Cl)c(C(=O)Nc2nc3ccc([N+](=O)[O-])cc3s2)n1	17%	-2
Cn1ncc(Cl)c1C(=O)Nc1ccc(CN2CCCCC2)cc1	32%	-8
C=CCN1C=CC(=O)CC1	4%	4

Record cards, from the list above. Order of values: S3 lipid droplet | S3 lipid droplet cell count max
`COc1ccc(NC(=O)Nc2ccccc2F)cc1` is listed with ? | /
`COc1ccc(NC(=O)c2ccc3nc(-c4ccccc4)c(-c4ccccc4)nc3c2)c(OC)c1` is listed with 0% | 4
`Oc1ccc(CCNc2ncnc3ccc(Cl)cc23)cc1` is listed with ? | /
`C=CCN1C=CC(=O)CC1` is listed with 4% | 4
`Cc1ccc(CSc2nnc(SCC(=O)N/N=C/C=C/c3ccco3)s2)cc1` is listed with ? | /

New compounds follow:
SMILES	S3 lipid droplet	S3 lipid droplet cell count max
CC(C)(C)NC(=O)C(c1ccco1)N(C(=O)Cn1nnc(-c2ccc(F)cc2)n1)c1cccc(F)c1 (centres undefined)	-7%	3
O=[N+]([O-])c1cc(S(=O)(=O)N2CCCC2)ccc1N/N=C/c1cccs1	?	/
NC(=O)c1cc(S(=O)(=O)NCc2ccc(Br)cc2)cs1	?	/
Cc1cc(C(=O)Nc2sc3c(c2C#N)CCCC3)no1	3%	4
CN(C)CCNc1nc(-c2ccccc2)nnc1C(F)(F)F	?	/
C=CSc1sc(Cl)c(N(CC)CC)c1[N+](=O)[O-]	-11%	0
COCc1cc(C)n(CC(=O)Nc2ccccc2OC)c(=O)c1C#N	0%	7
CCN(CC)C(=O)COc1ccc(-c2ccccc2)cc1	?	/
CCc1nc2ccccc2n1Cc1cc(=O)n2cc(C)ccc2n1	?	/
Cc1nnc(NC(=O)c2ccc(S(=O)(=O)N3CCCCC3C)cc2)o1 (centres undefined)	?	/
O=C(O)CCN1C(=O)C2C3CC(C2C1=O)C1C(c2ccccc2)c2sc(=O)n(-c4ccccc4)c2SC31 (centres undefined)	-10%	-15
CNC(=O)c1ccsc1NC(=O)C1CCN(S(=O)(=O)c2ccc(Cl)s2)CC1	?	/
COc1ccc(OCC(=O)OC2CCCN(C)C2)cc1 (centres undefined)	13%	2
O=C(Oc1nsnc1N1CCOCC1)c1ccccc1	?	/
Cc1nc2ccccc2c2c(N)c3ccccc3n12	?	/

A section of the results above, for reference:
SMILES	S3 lipid droplet	S3 lipid droplet cell count max
CCc1nc2ccccc2n1Cc1cc(=O)n2cc(C)ccc2n1	?	/
Cc1nnc(NC(=O)c2ccc(S(=O)(=O)N3CCCCC3C)cc2)o1 (centres undefined)	?	/
O=C(O)CCN1C(=O)C2C3CC(C2C1=O)C1C(c2ccccc2)c2sc(=O)n(-c4ccccc4)c2SC31 (centres undefined)	-10%	-15
CNC(=O)c1ccsc1NC(=O)C1CCN(S(=O)(=O)c2ccc(Cl)s2)CC1	?	/
COc1ccc(OCC(=O)OC2CCCN(C)C2)cc1 (centres undefined)	13%	2
O=C(Oc1nsnc1N1CCOCC1)c1ccccc1	?	/

Next section
SMILES	S3 lipid droplet	S3 lipid droplet cell count max
Nc1ccnn1-c1ccccc1	?	/
Cc1nc2nc(COc3ccccc3)[nH]n2c(=O)c1Cl	20%	10
CC(=O)c1ccc(OCc2cc(C(=O)N3CC4C[C@@H]5CC3C[C@H](C4)C5)no2)cc1	?	/
O=C(CNC(=O)c1cccc(Cl)c1)NCCCSc1ccccc1	7%	/
CCCc1cc(C(=O)Nc2cnn(Cc3ccc(F)cc3)c2)no1	?	/
O=C(NN=C1C2CC3CC(C2)CC1C3)c1cc(Cl)ccc1O	1%	12
CC(C)(C)n1ncc2c(=O)n(CC(=O)NCc3ccco3)cnc21	?	/
O=C(NCCN1CCOCC1)c1ccccc1Oc1ccccc1	-2%	4
Cc1ccc(C(=O)OCC(=O)NCc2ccco2)cc1C	?	/
C/C(=N/NC(=O)C1CCN(S(=O)(=O)c2ccc(C)cc2)CC1)c1cccc([N+](=O)[O-])c1	?	/
CCCCC(CC)CNC(=O)Cn1c(=O)[nH]c2ccsc2c1=O (centres undefined)	-12%	-8
O=C(COC(=O)CNC(=O)c1ccccc1F)Nc1cccc(S(=O)(=O)N2CCCCCC2)c1	?	/
COc1cccc(C(=O)Nc2ccc(C(F)(F)F)n(C)c2=O)c1	?	/
CCOc1ccccc1N1CC(C(=O)N2CCOCC2)CC1=O (centres undefined)	i	13
CC1=CSC2=NC(=O)/C(=C/c3cccc(OC(=O)c4ccco4)c3)C(=N)N12	?	/
Cn1c(=O)c(C(=O)N2CCc3ccccc32)cc2cccnc21	-5%	-4
COc1ccc(N2CCCn3c2nc2c3c(=O)n(CCN3CCOCC3)c(=O)n2C)cc1	-1%	-9
CCOc1ccc(NC(=O)/C=C/c2ccc(OC)cc2)c([N+](=O)[O-])c1	-16%	23
COc1ccccc1NC(=O)CN(Cc1ccco1)C(=O)c1ccc(=O)[nH]c1	-7%	0
Cc1cc(=O)oc2cc(NC(=O)c3ccnn3C)ccc12	14%	18
O=S(=O)(NCC1CCCO1)c1ccc(Br)s1 (centres undefined)	4%	5
CCC(=O)c1ccc(OCC(=O)O)cc1	?	/
COC(=O)c1ccc(CSc2nnc(Nc3cccc(OC)c3)s2)o1	?	/
N#CC1=C(N)OC2=C(CC/C2=C\c2ccc(F)cc2)C1c1ccc(F)cc1 (centres undefined)	-10%	-2
COc1cc(NC(=O)C2CCCO2)c(OC)cc1NC(=O)c1ccccc1 (centres undefined)	?	/
CCCCn1c(SCC(=O)c2c(N)n(C3CC3)c(=O)[nH]c2=O)nc2cc(S(N)(=O)=O)ccc21	?	/
Cc1cc(C)c2c(N)c(C(=O)c3ccc(Cl)cc3)sc2n1	-4%	0
Cc1ccc(C(=O)N2CCN(c3cccc(C)c3C)CC2)o1	?	/
O=C(CSC1=NNC(c2ccccn2)S1)Nc1cccc(Cl)c1 (centres undefined)	12%	-8
CN(C(=O)c1cccn(Cc2ccccc2)c1=O)c1ccccc1	?	/

Some of the entries so far, as a markdown table.
| SMILES | S3 lipid droplet | S3 lipid droplet cell count max |
| --- | --- | --- |
| CCC(=O)c1ccc(OCC(=O)O)cc1 | ? | / |
| COC(=O)c1ccc(CSc2nnc(Nc3cccc(OC)c3)s2)o1 | ? | / |
| N#CC1=C(N)OC2=C(CC/C2=C\c2ccc(F)cc2)C1c1ccc(F)cc1 (centres undefined) | -10% | -2 |
| COc1cc(NC(=O)C2CCCO2)c(OC)cc1NC(=O)c1ccccc1 (centres undefined) | ? | / |

Additional entries follow.
SMILES	S3 lipid droplet	S3 lipid droplet cell count max
CN(C)S(=O)(=O)c1ccccc1C#N	-2%	-2
Cc1c(Cl)cccc1NC(=S)N1CCN(c2ncccn2)CC1	4%	4
Fc1cccc(Oc2nc3ccccc3n3cccc23)c1	i	/
Cc1cc(C)cc(NC(=O)c2ccc(S(=O)(=O)N(C)CC3CCCO3)cc2)c1 (centres undefined)	?	/
O=C(CCc1ccccc1)Nc1ncc2c(n1)CCCC2=O	?	/
Clc1ccc(N2CCCCCC2)nn1	-17%	2
O=C(Nc1ccc(N2CCN(C(=O)c3cccs3)CC2)cc1)c1ccccc1F	?	/
CCO/C=C1\C(=O)N(c2ccc(OCC)cc2)C(=O)c2ccccc21	?	/
O=C(Nc1ccc(N2CCOCC2)cc1)c1ccc([N+](=O)[O-])o1	i	-17
CCC(C)(C)NC(=O)CN(C(=O)CCC(=O)Nc1ccccn1)c1ccc(F)c(Cl)c1	?	/
COc1cccc(CN(C)C(=O)c2ccccc2Sc2ccccc2C#N)c1OC	i	3
O=C(O)Cn1c(-c2ccccc2)nc2ccccc21	-3%	11
CS(=O)(=O)N1CCC(C(=O)N2CCN(c3ccc(F)cc3)CC2)CC1	-20%	-15
O=C(NCCCCc1ccccc1)C1CC(c2cccc(F)c2)=NO1 (centres undefined)	4%	14
COc1ccc(CC(=S)NCCc2ccccc2)cc1	18%	9
Cc1ccc2nc(SCc3nnc(-c4cccs4)o3)[nH]c2c1	-2%	-18
CCN1CCN(CCCN(Cc2cccs2)C(=S)Nc2ccccc2C)CC1	?	/
CN1CCN(C(=O)/C(=C/c2ccccc2Cl)NC(=O)c2ccccc2)CC1	i	-8
O=C(Nc1ccc(Oc2ccc3ccccc3c2)cc1)c1ccco1	?	/
O=C1C(=O)N(Cc2cccnc2)C(c2ccc(Br)cc2)/C1=C(\O)c1ccc2c(c1)OCCO2 (centres undefined)	i	-8
Cc1ccc(NC(=O)c2cc3ccccc3o2)cc1	?	/
CSc1ccccc1NC(=O)COc1ccccc1Cl	1%	4
COc1cc(NC(=S)N2CCc3ccccc3C2)cc(OC)c1	?	/
COc1ccc(-c2nc(C=O)cs2)cc1	-1%	6
O=C(Nc1ccc(C(=O)O)cc1)Nc1cccc2ccccc12	?	/
CNc1ccc(SC#N)cc1	?	/
CCc1nnc(NC(=O)CSc2nc3ccccc3c(=O)n2CCCOC)s1	-9%	-2
CC(CCc1ccccc1)NC(=O)CN1C(=O)NC2(CCCCC2C)C1=O (centres undefined)	?	/
Cc1ccc(-c2csc(NC3OC(=O)c4ccccc43)n2)cc1 (centres undefined)	?	/
O=C(NC1CC1)C1=C[C@@H](c2c[nH]c3ccccc23)C[C@@H](OCCCCO)O1	?	/
COc1nc(Oc2ccc(C(=O)OCC(N)=O)cc2)nc(N(C)C)n1	8%	-1
COC(=O)c1sc(NC(=S)NC(=O)c2ccccc2C)nc1C	?	/
Cc1cccc2cc3c(NC(=O)c4ccccn4)nn(C)c3nc12	?	/
C/C(=N\NC(=O)c1ccc(CN(C)S(=O)(=O)c2ccc(C)cc2)cc1)c1ccc(OC(F)F)cc1	?	/
CCOC(=O)CNS(=O)(=O)c1ccc(C)cc1	5%	7
Clc1ccc(-n2c(SCc3nc4ccccc4[nH]3)nnc2-c2ccncc2)cc1	?	/
Cc1ccc(S(=O)(=O)/N=C(\N)c2ccc(Cl)cc2)cc1	6%	-2
COC(=O)c1sccc1NC(=S)N1CCN(c2ccccc2F)CC1	?	/
N#Cc1ccc(C23CC4(C2)[C@H](CN(Cc2ccc(-c5ccccc5)cc2)[C@@H]4c2ccccc2)C3c2ccc(C(F)(F)F)cc2)cc1 (some centres undefined)	?	/
COC(=O)C1C2CCC(C2)C1C(=O)OCC(=O)c1ccc(C)cc1 (centres undefined)	?	/
CCn1c(SCC(=O)NCCOC)nc2sc(C)c(C)c2c1=O	i	25
COc1ccc(S(=O)(=O)N2CCCC2CNC(=O)C(=O)NCc2ccc(C)cc2)cc1 (centres undefined)	i	-9
COc1ccc(-c2ccc3c(n2)sc2c(=O)[nH]c(=O)[nH]c23)cc1OC	17%	21
CCn1c(SC2CCOC2=O)nnc1-c1ccc(Cl)cc1 (centres undefined)	?	/
COc1cc(/C=C2/C(=N)N3N=C(CC(=O)N4CCOCC4)SC3=NC2=O)ccc1OCc1ccc(F)cc1	?	/
O=C(COc1ccccc1)Nc1ccc2[nH]ncc2c1	?	/
CCOC(=O)CNCCC(=O)c1ccc(Br)cc1	?	/
O=C(O)CC1NC(=S)N(c2ccccc2)C1=O (centres undefined)	?	/
O=C(COC(=O)C1(c2ccccc2F)CCCC1)N1CCNC1=O	?	/
CC1CCN(C(=S)c2cccc(O)c2)CC1	8%	8
CCOC(=O)c1cnc2ccc(OCC)cc2c1N1CCN(C)CC1	?	/
O=C(c1ccc(S(=O)(=O)N2CCCC2)cc1)N1CCN(c2cccc(Cl)c2)CC1	-1%	-2
CCCc1cc(C(=O)N(C)CC(=O)Nc2ccc(OCC)c(OCC)c2)sc1C	?	/
CCOc1ccc(Br)cc1S(=O)(=O)NCc1ccc(S(N)(=O)=O)cc1	?	/
COc1cc(NS(=O)(=O)c2ccc(NC(=S)NC(=O)/C=C/c3ccco3)cc2)ncn1	?	/
O=C1NCCCc2c1oc1cc(Br)c(O)c(Br)c21	?	/
CCc1ccc2nc(Nc3nc(COC)cc(=O)[nH]3)nc(C)c2c1	?	/
COC(=O)c1ccccc1NC(=O)COC(=O)CSCC(=O)N1CCOCC1	14%	18
COc1cc(OC)c(C2N(c3ccccn3)C(=O)C3CCCN32)cc1OC (centres undefined)	6%	-1
CCOc1c([N+](=O)[O-])cc2c(C)c(C(=O)N3CCN(C)CC3)oc2c1OCC	15%	-1

Continuation:
SMILES	S3 lipid droplet	S3 lipid droplet cell count max
Cc1cc(Cl)ccc1OCC(=O)OCC(=O)Nc1cccnc1Cl	?	/
CC1CCc2nn(CC(=O)N3CCc4ccccc43)cc2C1 (centres undefined)	-13%	-23
CN1CCN(NS(=O)(=O)c2ccc(Cl)cc2)CC1	?	/
CCN(CC(=O)Nc1cc(C)nn1-c1nc(C)cc(C)n1)Cc1ccccc1	?	/
COC(=O)C1=CN(c2ccc(F)cc2)C=C(C(=O)OC)C1c1ccc(O)cc1	2%	29
O=C(NCc1nc(-c2ccccc2)no1)c1cccs1	?	/

Only part of the results is shown; rates above refer to the full screens.
